Screens as filed in PubChem.
Tn6 DDE FP: inhibitors of Tn6 peptide binding to fibrin DD(E), primary screen, biochemical, fluorescence polarization, human fibrin, Tn6 probe; Fibrinogen beta chain (Homo sapiens), P02675; Fibrin DD(E) TRITC-Tn6 fluorescence polarization displacement; inhibition, % at 8.3 µM; hit rate 0.21% among 370,000;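 active = inhibition above a per-campaign cutoff: mean of compounds within control limits plus 3 SD, cut at about 15% in these data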;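 also: 0% = median of all compound wells on the plate and 100% = blocking peptide control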
KLK7 zymogen act: proKLK7 zymogen activators, primary screen, biochemical, fluorescence intensity; Kallikrein-7 (Homo sapiens), P49862; activation, % at 7 µM; AID 652039, 2013; purified proKLK7, EDANS-DABCYL substrate fluorescence; 100% is mature enzyme control, 0% vehicle; hit rate 0.9% among 370,000;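 active = activation above the mean of all tested compounds plus 3 SD, computed per campaign excluding outliers beyond control limits, cut at about 13% in these data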
NPR2 activator: human GC-B receptor activators, primary screen, HEK293 GC-B cells, cGMP TR-FRET, EC30 CNP; 0% at EC30 CNP, 100% saturating CNP; AID 1920062, 2024; activation, % at 10 µM; hit rate 0.11% among 370,000;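 active = activation at 10 µM reaching about 35% in either raw or pattern-adjusted values, limit read from the data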
GC-A act: GC-A stimulated cGMP production enhancers – HEK293 GC-A cells, cGMP TR-FRET, EC30 ANP, primary screen | activation, % at 10 µM | Atrial natriuretic peptide receptor 1 (Homo sapiens), P16066 | AID 1671463, 2021 | 0% at EC30 ANP, 100% saturating ANP | hit rate 0.14% among 370,000; in the data active = activation above about 40%
Target sequence (P16066 whole entry, looked up): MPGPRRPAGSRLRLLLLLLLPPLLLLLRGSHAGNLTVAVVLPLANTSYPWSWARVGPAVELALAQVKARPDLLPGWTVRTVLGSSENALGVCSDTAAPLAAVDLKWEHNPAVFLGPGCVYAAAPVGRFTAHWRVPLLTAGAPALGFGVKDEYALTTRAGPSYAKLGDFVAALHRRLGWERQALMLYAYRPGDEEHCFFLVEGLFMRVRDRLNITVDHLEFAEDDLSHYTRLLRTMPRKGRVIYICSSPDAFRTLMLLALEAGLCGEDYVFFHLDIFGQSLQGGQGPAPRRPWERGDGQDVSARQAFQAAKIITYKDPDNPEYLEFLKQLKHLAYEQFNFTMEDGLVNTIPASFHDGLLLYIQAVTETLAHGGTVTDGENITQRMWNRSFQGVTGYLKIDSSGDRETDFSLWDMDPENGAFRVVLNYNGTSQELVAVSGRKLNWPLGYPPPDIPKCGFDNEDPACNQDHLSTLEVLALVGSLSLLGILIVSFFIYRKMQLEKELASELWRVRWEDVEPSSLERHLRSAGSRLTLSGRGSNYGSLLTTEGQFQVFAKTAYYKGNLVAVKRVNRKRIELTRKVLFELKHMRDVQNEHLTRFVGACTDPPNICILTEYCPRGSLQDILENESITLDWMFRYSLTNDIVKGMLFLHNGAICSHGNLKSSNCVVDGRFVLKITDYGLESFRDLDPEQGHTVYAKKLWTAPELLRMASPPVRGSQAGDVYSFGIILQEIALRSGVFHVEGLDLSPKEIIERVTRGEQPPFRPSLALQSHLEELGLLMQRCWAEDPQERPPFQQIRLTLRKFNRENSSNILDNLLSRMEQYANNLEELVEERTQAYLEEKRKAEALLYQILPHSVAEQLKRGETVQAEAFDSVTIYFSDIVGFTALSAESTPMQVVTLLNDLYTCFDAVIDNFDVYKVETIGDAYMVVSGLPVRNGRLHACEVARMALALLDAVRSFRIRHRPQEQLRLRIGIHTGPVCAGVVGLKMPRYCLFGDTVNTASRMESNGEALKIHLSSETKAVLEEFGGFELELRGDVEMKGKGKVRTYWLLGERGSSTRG
ASAP1 GAP inh: inhibitors of human ASAP1 ArfGAP activity, primary screen, biochemical, fluorescence polarization | hit rate 0.19% among 360,000 | Arf-GAP with SH3 domain, ANK repeat and PH domain-containing protein 1 (Homo sapiens), … | inhibition, % at 16.5 µM | ASAP1-stimulated ARF1 GTP hydrolysis, GDP FP detection; in the data active = inhibition above about 25%;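 also: 0% = vehicle with enzyme and substrate and 100% = no enzyme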
ADAM10 inh: human ADAM10 inhibitors, primary screen, biochemical, QFRET, HTS; recombinant ADAM10, EDANS/DABCYL FRET peptide cleavage, 3 h; inhibition, % at 7 µM; hit rate 0.62% among 370,000; AID 720582, 2013;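 active = inhibition above a per-campaign cutoff equal to the mean of compounds falling between control-based bounds plus 3 SD, cut at about 20% in these data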;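 also: 0% = DMSO wells while the 100% control is not disclosed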
ARFGAP1 inhibitor: inhibitors of rat ARFGAP1 GAP activity, primary screen, biochemical, fluorescence polarization, GDP tracer; ADP-ribosylation factor GTPase-activating protein 1 (Rattus norvegicus), Q62848; Arfgap1-stimulated ARF1 GTP hydrolysis, GDP FP detection; inhibition, % at 16.5 µM; hit rate 0.26% among 360,000; AID 651572, 2012;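 active = inhibition above a per-plate limit, mean inhibition of low control wells plus 3 SD, cut at about 25% in these data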;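 also: 0% = DMSO wells with enzyme and 100% = wells lacking Arfgap1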
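system = rat Arfgap1 catalytic domain, aa 1-136 | technique = FP, GDP Alexa 633 tracer displaced from anti-GDP antibody, 620/688 nm | compound = one concentration, 16.5 µM, DMSO 1.26% | medium = HEPES-based buffer, pH 7.5 | timing = compound-enzyme preincubation 20 min, reaction 120 min, detection 60 min, 25 °C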
sPLA2-III inh: human group III sPLA2 inhibitors, primary screen, biochemical, QFRET, BODIPY PC-A2 liposome substrate; QFRET BODIPY PC-A2 liposome hydrolysis, fluorescence; inhibition, % at 12.2 µM; hit rate 0.56% among 370,000; AID 743126, 2013;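 active = inhibition above mean plus 3 SD of compounds lying within the high and low control bounds, cut at about 19% in these data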;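 also: 0% = median of test compound wells and 100% = no enzyme DMSO wells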
GAA850 FXN act: FXN promoter activators, primary screen, cell-based, luciferase luminescence, HEK293 lucGAA850; HEK293 lucGAA850 FXN promoter luciferase reporter, 24 h; percent of 10 µM SAHA response; activation, % at 6 µM; hit rate 0.56% among 360,000;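 active = activation above the average of all compounds screened plus 3 SD, cutoff fixed separately per campaign, cut at about 7.5% in these data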;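 also: 0% = DMSO wells and 100% = 10 µM SAHA wells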
rCAG RNA binder: binders of r(CAG) RNA repeats, primary screen, biochemical, fluorescence; r(CAG) RNA repeat, TO-PRO-1 dye displacement fluorescence; inhibition, % at 3 µM; hit rate 1.3% among 370,000;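 active = inhibition above the plate cutoff, the mean of all test compounds on that plate plus 3 SD, cut at about 35% in these data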;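 also: 0% = DMSO alone and 100% = 100 µM mitoxantrone as full dye displacement; higher means more dye released from RNA so lower well fluorescence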
* hit, by the source's call; x = not tested or not shown.

SMILES	Tn6 DDE FP	KLK7 zymogen act	NPR2 activator	GC-A act	ASAP1 GAP inh	ADAM10 inh	ARFGAP1 inhibitor	sPLA2-III inh	GAA850 FXN act	rCAG RNA binder
CCC(Sc1ncccc1C(=O)OC(C)C)C(=O)NCc1ccco1 (stereo not given)	-2	-0.1	0	1	-3	-5	-7	-5	-0.2	-4
C#CCCCN([C@@H](CC(C)C)C(=O)OC)S(=O)(=O)c1ccccc1Br	8	-0.4	-3	-5	x	14	x	1	x	0
CC1=NNC(=O)C1CCC(=O)N/N=C/c1ccco1 (stereo not given)	1	0.0	1	1	8	7	14	9	0.4	0
O=C(CSc1nnc(-c2ccccc2)n1C1CCCCC1)Nc1ccc(S(=O)(=O)Nc2ccccn2)cc1	-2	0.7	-4	-1	-14	-15	-9	-24	-1.9	16
CCCNC(=O)C1(C)CCN(C(=O)c2ccc(F)c(Cl)c2)C1 (stereo not given)	2	-0.2	5	0	-8	-10	10	0	1.5	2
C/C(N)=C(/C#N)C(=O)COC(=O)c1oc2ccccc2c1COC(C)C	-6	-0.3	-2	-2	4	-1	8	-2	-0.9	-2
O=C(CNC(=O)C(c1ccccc1)c1ccccc1)N/N=C\c1ccc2c(c1)OCO2	-2	-0.4	0	-1	7	-3	6	1	5.0	0
O=C(Nc1ccc2oc(-c3ccccc3F)nc2c1)c1ccccc1F	9	-0.2	0	10	5	-13	-13	-7	4.0	1
O=C(Nc1cccnc1Cl)c1ccc(Cl)cc1	0	0.5	-3	7	6	2	2	-2	3.2	-2
O=C(COC(=O)/C=C/c1ccc(Cl)cc1)Nc1cccc(S(=O)(=O)NC2=NCCCCC2)c1	-3	0.4	3	2	9	3	12	-29	1.7	6
CC(=O)NC(c1cccc(F)c1)c1nc(-c2cc(F)cc(Cl)c2)cs1 (stereo not given)	-6	-0.6	-5	-9	5	-16	5	-7	2.7	4
Cc1ccnc(NC(=O)Cc2ccc([N+](=O)[O-])cc2)c1	2	-1.4	-8	-1	5	0	8	-12	2.4	2
Cc1cccc2sc(NC(=O)C3CCCO3)nc12 (stereo not given)	-10	0.5	2	4	-3	8	-1	4	5.2	-2
COc1ccc(CNC(c2ccccc2)c2ccc(Cl)cc2)cc1 (stereo not given)	2	0.1	-5	-8	-3	-2	19	1	-0.2	-6
O=C(Nc1c(C(=O)Nc2ccccc2)cnn1-c1ccccc1)c1ccco1	1	0.5	4	-1	-9	-4	0	-12	-0.2	4

Molecules above containing fluorine, in the order listed:
SMILES	Tn6 DDE FP	KLK7 zymogen act	NPR2 activator	GC-A act	ASAP1 GAP inh	ADAM10 inh	ARFGAP1 inhibitor	sPLA2-III inh	GAA850 FXN act	rCAG RNA binder
CCCNC(=O)C1(C)CCN(C(=O)c2ccc(F)c(Cl)c2)C1 (stereo not given)	2	-0.2	5	0	-8	-10	10	0	1.5	2
O=C(Nc1ccc2oc(-c3ccccc3F)nc2c1)c1ccccc1F	9	-0.2	0	10	5	-13	-13	-7	4.0	1
CC(=O)NC(c1cccc(F)c1)c1nc(-c2cc(F)cc(Cl)c2)cs1 (stereo not given)	-6	-0.6	-5	-9	5	-16	5	-7	2.7	4

Going on with the list.
SMILES	Tn6 DDE FP	KLK7 zymogen act	NPR2 activator	GC-A act	ASAP1 GAP inh	ADAM10 inh	ARFGAP1 inhibitor	sPLA2-III inh	GAA850 FXN act	rCAG RNA binder
C[C@]12Cc3ccccc3C1CC1=N[C@@H](C3CCCCC3)O[C@@]13C[C@@H]2C(=O)N3C1CCN(Cc2ccccc2)CC1 (stereo not given in full)	3	-0.1	2	0	3	-3	1	-3	x	3
CCCS(=O)(=O)Nc1cccc(-c2cn3c(n2)SCC3)c1	4	0.3	7	-2	0	3	1	-4	0.2	7
FC(F)(F)c1cccc(N2CCN(C(=S)Nc3nccc4ccccc34)CC2)c1	-1	x	-3	-2	x	-22	x	10	x	x
CCN1CCc2[nH]c3ccccc3c2C1	-7	0.5	6	2	3	-8	-5	3	-0.1	-1
Cc1cc(NS(=O)(=O)c2ccc(NC(=O)NC(C)(C(F)(F)F)C(F)(F)F)cc2)no1	0	-0.1	11	-11	16	-6	14	-5	0.9	8
O=C(CC1(O)C(=O)N(CCc2ccccc2)c2ccccc21)c1ccccn1 (stereo not given)	1	0.0	-6	-7	12	-7	-1	3	-0.5	-4
O=S(=O)(Cc1nnnn1-c1ccccc1)c1ccccc1	-6	-0.3	3	1	-3	6	8	-18	-0.2	-1
Cc1cccc(N2CCN(S(=O)(=O)c3ccc4c(c3)OCCO4)CC2)c1C	0	-0.1	4	-4	3	11	-6	-3	-1.1	1
Cc1ccccc1-n1c(N)cc(=O)[nH]c1=S	-3	0.2	2	2	-2	-5	13	4	0.8	0
CCOC(=O)C1CCC(CNCc2ccccc2C)CC1 (stereo not given)	-7	0.2	-1	-3	-1	6	0	-4	1.1	-1
CCN(Cc1ccc(OC)c(F)c1)C(=O)/C=C/c1ccc(S(=O)(=O)N2CCOCC2)cc1	-1	0.2	1	5	-2	3	-5	2	1.3	4
Cc1ccc2cc(CCNC(=O)c3cccs3)c(=O)[nH]c2c1	3	0.4	-17	-2	-1	-26	-2	6	2.0	1
C/C(CC1CC(COCCC(C)C)OC1=O)=N\NC(N)=S (stereo not given)	-1	-0.4	2	-2	-9	0	0	6	-3.9	-1
CCCCNC(=S)N(CCCO)Cc1cc2cc3c(cc2[nH]c1=O)OCCO3	6	2.3	-2	3	2	-261	12	7	1.3	-2
Cc1cc([N+](=O)[O-])cc2ncccc12	-3	0.3	4	3	-5	-1	6	3	1.4	2
CCOC(=O)C(=O)N1CCN(c2cc3c(cc2[N+](=O)[O-])n(C)c(=O)n3C)CC1	5	0.7	0	-6	-2	3	-2	-1	-0.9	-4
CCn1cc([N+](=O)[O-])c(C(=O)N2CCCCCC2)n1	1	0.2	0	1	-4	-4	11	11	-0.3	-6
COc1ccccc1OCCNC(=O)C(=O)c1c[nH]c2ccccc12	2	0.1	-3	-3	-3	9	-4	-9	2.4	5
COC(=O)c1cc(S(=O)(=O)N2CCN(c3ccccc3OC)CC2)cn1C	-2	0.3	2	-2	5	4	6	1	0.3	0
CCOC(=O)c1cccc(NC(=O)CSc2nnnn2CC)c1	5	0.2	11	-2	-2	4	23	8	-1.6	-2
COc1cc(/C(=C/c2ccccc2)c2ccccc2)c2c(c1)oc1ccccc12	1	-9.3	-1	4	4	-14	7	8	-1.5	-2
Nc1nc2c(ncn2C2CCCC2)c(=O)[nH]1	-3	0.7	19	17	15	-19	5	11	1.0	2
COc1cccc(SCc2noc(C(=O)NCC3CCCO3)c2C(=O)O)c1 (stereo not given)	-1	-0.4	7	1	1	-9	-1	8	-0.6	6
OC1CCCN(CC(O)COC(c2ccc(F)cc2)c2ccc(F)cc2)C1 (stereo not given)	1	-0.6	-4	-16	4	1	-2	12	0.1	-1
CCc1ccc(S(=O)(=O)Nc2cc(SCC(=O)O)c(O)c3ccccc23)cc1	-6	-1.9	1	-7	-1	-17	14	0	-0.8	30
CN1CCN(C(=O)c2ccc3c(Cl)c4c(nc3c2)CCCC4)CC1	1	0.4	5	4	4	3	-6	2	0.9	-6
COc1ccc(S(=O)(=O)Nc2nnc(CC(C)(C)C)s2)cc1	3	0.0	4	-3	1	-1	3	-13	2.8	10
Cc1nc(C)c(C(=O)C2=C(O)C(=O)N(CCCn3ccnc3)C2c2ccccc2)s1 (stereo not given)	-3	-0.7	-3	0	7	16	0	3	-1.8	1
COC(=O)C1=C(C)N(C)C(=NCC2CC2)NC1c1cccc(C(F)(F)F)c1 (stereo not given)	10	-0.1	-9	-13	-4	-8	-5	-3	x	7
Cn1c(=O)n(Cc2ccccc2)c(=O)c2c1nc1n2CCCN1CCc1ccccc1	2	0.2	43*	30	-6	9	6	7	2.1	-5
CCS(=O)(=O)Nc1cccc(-c2nc3cccnc3s2)c1C	-6	-0.3	3	0	-11	-30	11	4	0.7	3
c1ccc2c(c1)COc1c3cc4c(cc3nn1-2)OCO4	2	-0.1	-2	-2	-13	1	6	8	4.7	3
Nc1nonc1-n1nnc(C(=O)N/N=C/c2ccccc2O)c1CN1CCCC1	2	-0.6	-1	4	6	-2	-4	-11	-1.4	7
CCOC(=O)C1=C(CC)Nc2ccccc2N/C1=N\S(=O)(=O)c1cccc(C(C)=O)c1	0	-0.1	-1	0	5	-2	-7	-9	-0.3	28
Cc1ccc(S(=O)(=O)N2CCOCC2)cc1NC(=O)COC(=O)Cc1cccs1	-2	1.2	4	-1	1	-7	-12	-8	2.7	0
Nc1n[nH]c2c1C1(CCCC1)Cc1ccccc1-2	1	0.4	-1	2	5	0	9	-6	0.8	1
O=C1CCCC2=C1C(c1cccs1)n1nc(SCc3ccccc3)nc1N2 (stereo not given)	-10	-18	-10	-6	5	-308	9	3	1.5	6
Cc1noc(C)c1C(=O)N1CCN(Cc2ccccc2)CC1	2	0.4	x	x	-5	-1	2	-4	-1.0	0
c1ccc(COc2ccc(OCCN3CCCCC3)cc2)cc1	-3	0.2	2	2	4	1	10	-12	2.5	-3
Cc1ccc(C(NC(=O)c2cccc(S(=O)(=O)N3CCN(C)CC3)c2)c2ccccc2)cc1 (stereo not given)	-3	-0.1	-4	-4	-7	-4	-10	-34	0.2	1
Cc1nn(C)cc1CNC(=O)c1cnn2c1NC(c1ccc(Br)cc1)CC2C(F)(F)F (stereo not given)	-13	0.0	1	-1	5	11	14	-24	0.2	-6
CCn1cc(CN2CCCC(CNC(=O)COc3ccccc3OC)C2)c(C)n1 (stereo not given)	-1	-0.6	2	3	-10	-5	10	0	2.2	-2
Cc1c(C(=O)Nc2ccc(F)cc2)oc2ccc(S(=O)(=O)N3CCC4(CC3)OCCO4)cc12	2	0.1	6	-1	14	4	7	-3	-3.6	12
Cc1cccc(-c2oc3ccc(-c4ccc5c(c4)OCO5)cc3c2C(=O)OCc2ccc(O)cc2)c1	8	-0.7	0	4	7	-16	2	1	-0.1	4
Cc1cc(C(=O)NCCCc2ccccc2)no1	-3	0.2	2	4	-4	4	5	-1	0.0	-2
COc1ccc(NC2=CC(=O)CC(c3ccc(C)cc3)C2)c(OC)c1 (stereo not given)	-10	-0.4	-2	1	6	-1	-11	3	0.9	-3
CC1Cc2ccccc2N1C(=O)C1CCN(S(=O)(=O)c2cccs2)CC1 (stereo not given)	2	0.2	6	2	6	-3	-3	1	0.8	0
